Compound activity as filed in PubChem BioAssay.
SRC3 inh – SRC3 coactivator transcriptional activity inhibitors, primary screen, cell-based, luminescence. Nuclear receptor coactivator 3 (Homo sapiens), Q9Y6Q9. HEK293 GAL4-SRC3 luciferase reporter. inhibition, % at 3.6 µM. 360,000 tested, 0.17% active. AID 588352, 2011;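 active = inhibition above a per-campaign cutoff, the mean of all compounds plus 3 SD, cut at about 60% in these data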;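 note: 0% = DMSO-treated cells and 100% = gossypol-treated cells at 36 µM; higher means less SRC3-driven luciferase light from the GAL4 reporter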
TROY signal inh – inhibitors of TROY-driven NF-kB signaling, primary screen, Q293 LMP1-TROYcd cells, NF-kB luciferase, uHTS. inhibition, % at 10 µM. 360,000 tested, 0.98% active. Q293 LMP1-TROYcd NF-kB luciferase reporter, 4 h;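 active = compounds whose plate-normalised and pattern-corrected inhibition of the luciferase reporter signal at the single screening dose is 50% or more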
EBV LMP1 NFkB – EBV LMP1-driven NF-kappaB luciferase reporter inhibitors, primary screen, cell-based, luminescence, single point; inhibition, % at 12.5 µM; 350,000 tested, 0.69% active; AID 504558, 2011; LMP1-induced NF-kappaB luciferase reporter cells; in the data active = inhibition above about 41%;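 note: 0% = neutral control wells and 100% = reference inhibitor control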
TRAIL sens C8 – viability loss with TRAIL in NB7+C8 cells, primary screen, TRAIL sensitizer project, cell-based, ATPlite luminescence. inhibition (viability loss, TRAIL sensitization), % at 10 µM. 360,000 tested, 1% active. AID 624354, 2012;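 active = compounds causing at least 50% loss of cell viability in the single-dose screen, relative to plate controls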
TLR9-MyD88 block – inhibitors of TLR9-MyD88 association in cells, primary screen, cell-based, CHO, BLA complementation, fluorescence | Toll-like receptor 9 (Homo sapiens) + Myeloid differentiation primary response protein … | CCF4 FRET ratio | inhibition, % at 4.98 µM | 340,000 tested, 0.21% active;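 active = inhibition above the mean over all tested compounds plus 3 SD, cut at about 21% in these data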;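 note: 0% = DMSO only wells and 100% = clavulanate BLA inhibitor control wells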
NR2F2 inh – NR2F2 transcriptional activity inhibitors, primary screen, cell-based, luciferase reporter, HEK293T, luminescence; COUP transcription factor 2 (Homo sapiens), P24468; HEK293T NGFI-A luciferase reporter; inhibition, % at 8.6 µM; 370,000 tested, 0.7% active; AID 686940, 2013;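 active = inhibition above a per-plate cutoff, mean inhibition of test wells between control levels plus 3 SD, cut at about 38% in these data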;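 note: cells cotransfected with COUP-TFII expression vector driving the NGFI-A reporter; 0% = median of COUP-TF2 test wells and 100% = reporter-only cells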
Target sequence (P24468 whole entry, looked up): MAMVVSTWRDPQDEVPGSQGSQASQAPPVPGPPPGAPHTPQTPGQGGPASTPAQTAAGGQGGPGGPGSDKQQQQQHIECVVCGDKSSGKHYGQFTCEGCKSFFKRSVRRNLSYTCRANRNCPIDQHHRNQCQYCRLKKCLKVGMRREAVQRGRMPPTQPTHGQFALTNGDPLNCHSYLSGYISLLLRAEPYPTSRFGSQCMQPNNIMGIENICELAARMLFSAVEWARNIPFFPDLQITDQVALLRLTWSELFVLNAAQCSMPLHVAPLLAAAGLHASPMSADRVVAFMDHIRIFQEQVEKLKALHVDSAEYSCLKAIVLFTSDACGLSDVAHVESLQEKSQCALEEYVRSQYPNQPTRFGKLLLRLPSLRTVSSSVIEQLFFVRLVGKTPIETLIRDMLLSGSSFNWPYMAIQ
SRC1 inh – SRC1 coactivator transcriptional activity inhibitors, primary screen, cell-based, luminescence | Nuclear receptor coactivator 1 (Homo sapiens), Q15788 | HEK293 GAL4-SRC1 luciferase reporter | inhibition, % at 3.6 µM | 360,000 tested, 0.12% active | AID 588354, 2011;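 active = inhibition above the campaign mean plus 3 SD, with each screening campaign given its own cutoff, cut at about 60% in these data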;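 note: 0% = DMSO treated cells and 100% = gossypol at 36 µM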
NCOA2 inhibitor – inhibition of GAL4-SRC2 driven luciferase reporter, primary screen, SRC2 inhibitor project, cell-based, luminescence | HEK293 GAL4-SRC2 luciferase reporter | inhibition, % at 9 µM | 370,000 tested, 0.17% active | AID 651957, 2012;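 active = inhibition above the mean inhibition of all tested compounds plus 3 SD, set per campaign, cut at about 52% in these data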;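 note: 0% = DMSO treated cells and 100% = cells given Gossypol at 36 µM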
Vif inh – HIV Vif self-association inhibitors, primary screen, imaging, HEK293T, single point. HEK293T cells, Vif self-association by quenched fluorescence, 24 h. inhibition, % at 7.49 µM. 340,000 tested, 0.35% active. AID 602346, 2012; in the data active = inhibition above about 50%, passing the limit was not always enough; note: some results filed as inactive read as strong as hits
NOD2 RIPK2 PPI – NOD2-RIPK2 binding disruptors in cells, primary screen, fluorescence, CHO cells, BLA complementation; CCF4 ratio; inhibition, % at 4.98 µM; 360,000 tested, 0.38% active; in the data active = inhibition above about 21%;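 note: 0% = vehicle only and 100% = reference blocker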
LRH-1 inv ag – LRH-1 (NR5A2) inverse agonists, primary screen, cell-based, luminescence, HEK293T, StAR-luciferase reporter. Nuclear receptor subfamily 5 group A member 2 (Homo sapiens), O00482. LRH-1 transfected, 24 h. inhibition, % at 3.6 µM. 360,000 tested, 0.13% active. AID 602396, 2012;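 active = inhibition above the mean inhibition of all tested compounds plus 3 SD, cut at about 73% in these data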;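 note: 0% = DMSO wells and 100% = reporter-only cells lacking LRH-1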
Target sequence (O00482 whole entry, looked up): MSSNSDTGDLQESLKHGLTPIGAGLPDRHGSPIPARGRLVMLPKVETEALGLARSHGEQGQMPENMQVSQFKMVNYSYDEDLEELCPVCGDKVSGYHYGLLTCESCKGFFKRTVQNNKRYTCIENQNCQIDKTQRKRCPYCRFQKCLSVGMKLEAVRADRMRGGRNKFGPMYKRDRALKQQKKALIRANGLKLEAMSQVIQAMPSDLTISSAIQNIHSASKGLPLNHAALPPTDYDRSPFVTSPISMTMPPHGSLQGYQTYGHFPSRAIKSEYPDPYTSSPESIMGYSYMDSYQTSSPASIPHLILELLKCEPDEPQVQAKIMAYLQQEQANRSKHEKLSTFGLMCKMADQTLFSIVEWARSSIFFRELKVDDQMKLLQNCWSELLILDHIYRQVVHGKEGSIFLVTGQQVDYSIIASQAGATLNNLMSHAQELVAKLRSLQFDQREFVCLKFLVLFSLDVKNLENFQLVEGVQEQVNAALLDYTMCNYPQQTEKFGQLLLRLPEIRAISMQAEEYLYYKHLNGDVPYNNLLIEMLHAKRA
* = called active by the depositor; / = not tested or not shown. Some of the compounds tested; rates above refer to the full screens.

SMILES	SRC3 inh	TROY signal inh	EBV LMP1 NFkB	TRAIL sens C8	TLR9-MyD88 block	NR2F2 inh	SRC1 inh	NCOA2 inhibitor	Vif inh	NOD2 RIPK2 PPI	LRH-1 inv ag
COc1ccc(CNCCS(=O)(=O)NCc2ccc(OC)cc2)cc1	-24	-3	0	-8	9	-10	-4	-13	5	2	10
CCOCCCN1C(=O)CN(C2CCC(C)CC2)C(=O)C1c1ccc(C)cc1 (stereo not drawn)	14	25	1	5	-17	18	-6	6	7	-2	-21
CC(C)OCCCNC(=O)Cn1nc(-c2ccccc2)ccc1=O	3	-2	-10	-5	-2	13	7	-7	3	-4	1
COc1ccc(/C=C2/C(=O)N(Cc3ccccc3)N=C2C)cc1	14	26	3	-3	-2	-8	0	-2	13	15	-25
CCc1ccc(-c2cc(C)no2)cc1S(=O)(=O)N1CCN(c2ccc(F)cc2)CC1	11	14	8	1	3	35	17	22	-7	0	-2
CCOCCc1nnc(NC(=O)CCc2ccccc2)s1	8	-10	-10	8	13	-2	0	-20	11	-26	-2
CS(=O)(=O)N(CC(=O)Nc1ccc(CC#N)cc1)c1ccc(C23CC4CC(CC(C4)C2)C3)cc1	21	7	-20	-15	2	-2	-9	-15	5	-10	-7
O=C(Nc1nnc(C23CC4CC(CC(C4)C2)C3)s1)c1ccc(N2C(=O)CCC2=O)cc1	-20	9	81*	18	-13	0	-9	-15	-8	6	11
Cc1cnc2c(N)cc(C)c(C)c2c1	-9	-5	1	-1	4	1	-23	-38	-1	-19	-8
Cc1c(NC(=O)C2CCN(S(=O)(=O)c3cccs3)CC2)c(=O)n(-c2ccccc2)n1C	13	-1	9	14	2	-2	5	32	-3	-15	-5
Cc1cc(C(=O)COc2ccccc2C(N)=O)c(C)n1C1CC1	-33	-34	-12	-2	0	-15	-33	-21	2	1	-49
CCc1nc2ccc(C(=O)N3CCN(C(=O)c4ccco4)CC3)cn2c1N(C)Cc1nccn1C	8	-10	/	0	/	2	-3	1	-1	2	8
C=CCSc1nnc(NC(=O)c2ccc(S(=O)(=O)NCC3CCCO3)cc2)s1 (stereo not drawn)	-8	-12	-9	-2	4	-11	-10	-10	8	-6	14
CCOC(=O)N1CCC(NS(=O)(=O)c2ccc(C#N)cc2)CC1	15	12	-7	6	/	-9	-5	-10	-3	-3	2
Cn1ncc(N=Cc2ccccc2[N+](=O)[O-])c1C(N)=O	22	6	1	-10	-7	5	0	2	-1	-7	-4
CCCSc1nnc(-c2ccccc2N)c(=O)[nH]1	-71	1	-34	6	-5	-21	-116	-5	-5	-7	-82
COc1cc(S(=O)(=O)Nc2ccc3cn[nH]c3c2)ccc1Cl	8	13	-9	-15	-1	7	14	-7	-4	-5	-3
CCN(CC(=O)Nc1c(F)cccc1F)C(=O)c1cccc(-n2cccc2)c1	0	7	0	-10	8	13	-14	-2	74*	-4	-16
Cc1c(NC(=O)c2ccc(Cl)s2)c(=O)n(-c2ccccc2)n1C	-1	21	-1	-18	3	-9	-4	1	7	-1	14
CCOC(=O)c1c(NC(=O)COC)sc2c1CCCC2	2	-6	-11	-3	1	-2	-50	4	24	3	-3
O=C(CSc1nc2[nH]ncc2c(=O)[nH]1)Nc1ccc(Cl)cc1	-32	-1	-6	2	-9	-9	-6	8	2	-7	-5
Cc1ccc2nc(CSc3nc(C)nc4c3oc3ccccc34)[nH]c2c1	-2	-28	7	-4	1	-35	-23	2	16	4	28
COc1cccc(NC(=O)CCc2nnc3ccc(N4CCC(C)CC4)nn23)c1	11	0	2	-25	-5	-3	-38	-11	7	-3	-3
CCOC(=O)c1[nH]c2ccc(OC)cc2c1NC(=O)c1cccc(OC)c1	12	-7	1	-4	1	20	2	-4	-3	-3	11
CN(CC1CCCO1)S(=O)(=O)c1ccc(C(=O)Nc2ccc(S(N)(=O)=O)cc2)cc1 (stereo not drawn)	2	0	-17	-6	4	-6	-17	-24	16	7	2
O=C(COC(=O)/C=C/c1ccc([N+](=O)[O-])cc1)NCC1CCCCC1	24	-3	7	6	-9	6	-32	19	2	-4	-12
CCOC(=O)N1CCC(NC(=O)c2ccccc2C(=O)O)CC1	-5	4	3	-12	3	-2	10	-11	2	6	-2
COc1ccc(OC)c(NC=C2C(=O)OC(C)(C)OC2=O)c1	-15	5	1	-1	-3	-3	-17	-17	-10	3	-13
COc1ccc(CCn2ccc(O)c(Cc3c(F)cccc3Cl)c2=O)cc1OC	-3	18	-4	-2	-6	-3	5	6	9	-10	1
COC(=O)C(NC(=O)C(C)Oc1ccccc1)C(C)C (stereo not drawn)	8	-48	3	-7	-4	/	1	/	-3	-1	-10
COc1ccc(C2CC(=O)c3sc(NC(C)=O)nc3C2)cc1 (stereo not drawn)	17	62*	-8	9	4	5	16	-6	-5	-4	-2
COc1ccc(NC(=O)/C=C/c2cc(Br)ccc2OC)cc1	3	7	2	14	2	-4	3	14	-11	-7	0
O=C(Cn1c(=O)n(Cc2ccco2)c(=O)c2ccccc21)NCC1CCCO1 (stereo not drawn)	13	-14	-6	-7	-1	13	-23	-21	/	-7	8
CN(C(=O)CN1C(=O)c2cc(Cl)c(Cl)cc2C1=O)C1CCS(=O)(=O)C1 (stereo not drawn)	1	-1	4	-2	-15	3	-5	-9	4	4	-15
CN1CCN(C(=S)Nc2ccc(Cl)c(Cl)c2)CC1	17	4	5	-15	4	-6	16	0	-8	-15	-3
Cc1cccc(C)c1-n1nnnc1C(CCc1ccccc1)N1CCN(C/C=C/c2ccccc2)CC1 (stereo not drawn)	1	19	/	13	/	-4	3	8	1	9	7
COc1ccc(Cl)cc1NC(=O)c1sc2nc(C)nc(N3CCOCC3)c2c1C	7	29	-1	26	2	-15	-10	-9	-2	-6	10
CCN1C[C@@H]2[C@@H]3C(=O)N(C)C(=O)[C@@H]3[C@](Cc3ccccc3)(C1=O)N2C(=O)c1ccc(F)cc1	4	0	-3	3	-5	3	-30	-9	-2	6	2
CCOc1ccccc1NC(=S)NCc1cccn1C	10	12	-5	3	0	-5	4	-1	26	-14	1
COc1ccc(NC(=O)C[C@H]2C(=O)N(Cc3ccccc3)C[C@@H]2CSC)cc1	-15	-5	-4	-8	-15	14	1	-19	-16	-1	-25
Cc1ccccc1N1CCN(C2CCCN(C(=O)c3ccc(Cl)s3)C2)CC1 (stereo not drawn)	2	10	13	13	-6	4	-12	-4	-4	-2	6
CN(C(=O)COC(=O)/C=C/c1ccc2ccccc2n1)C1CCS(=O)(=O)C1 (stereo not drawn)	11	-8	12	5	3	0	-23	20	20	1	-6
O=C(NCCc1ccccc1)C(=O)NCC1OCCCN1S(=O)(=O)c1ccc(F)cc1 (stereo not drawn)	4	14	31	-2	-11	10	9	-1	6	1	16
Cc1nn(C)c(Cl)c1CN1CCCC(C(=O)Nc2ccc(-c3cscn3)cc2)C1 (stereo not drawn)	12	-7	3	8	-8	-8	-5	14	-1	-17	15
CS(=O)(=O)N1CCc2cc(S(=O)(=O)N3CCN(Cc4ccc5c(c4)OCO5)CC3)ccc21	17	16	19	-4	9	6	12	9	/	11	16
CC1=CC(C2CC(=O)N(c3ccc(C)cc3)C2=O)CC2C(=O)N(c3ccc(C)cc3)C(=O)C12 (stereo not drawn)	-1	11	-2	0	-6	18	14	8	-3	-6	15
O=C1NC(=O)/C(=C\c2ccc(OCc3ccccc3)cc2)S1	-12	12	0	-18	-2	16	-1	-12	0	-3	6
O=C(CSCCN1C(=O)c2ccccc2C1=O)Nc1ccc2ccccc2c1	9	-9	1	1	-1	0	23	-1	/	-10	7
Nc1nc(N)c2cc(S(=O)(=O)c3cccc(C(F)(F)F)c3)ccc2n1	1	22	2	73*	6	11	8	3	-7	-1	5
CCOC(=O)N1CCN(Cc2nc(Cc3cccc(C(F)(F)F)c3)no2)CC1	22	-12	-4	-4	-4	-10	25	-4	1	-15	7
Further compounds
SMILES	SRC3 inh	TROY signal inh	EBV LMP1 NFkB	TRAIL sens C8	TLR9-MyD88 block	NR2F2 inh	SRC1 inh	NCOA2 inhibitor	Vif inh	NOD2 RIPK2 PPI	LRH-1 inv ag
C/C(=N\Nc1nc(N)cc(Cl)n1)c1cccc([N+](=O)[O-])c1	-3	-20	-7	-21	3	-14	-30	-28	6	14	-41
CCOC(=O)c1c(NC(=O)CN2C(=O)NC3(CCCCC3C)C2=O)sc(C(=O)N(C)C)c1C (stereo not drawn)	-22	-3	6	0	-4	-17	-27	-30	-3	-3	9
CN(C)c1ccc(NC(=O)c2ccc3c(c2)nnn3C)cc1	-36	-34	6	-7	-2	-50	-30	-17	11	4	-58
COc1ccc(Cl)cc1NC(=O)CN(C)C(=O)Cn1c(=O)oc2ccccc21	16	18	-4	27	-7	-9	-1	7	-3	-4	7
O=c1c2ccccc2nc(-c2ccc([N+](=O)[O-])cc2)n1O	-3	1	7	-3	4	-4	-5	0	-1	-7	11
Cc1ccc(C(=O)OCn2nnc3ccccc3c2=O)cc1[N+](=O)[O-]	14	2	-6	2	-6	16	-16	-1	-7	3	3
COc1ccc2c(=O)c(C(=O)NCCc3ccccc3)c[nH]c2c1	-54	-22	-21	5	6	-19	-23	-66	-6	-8	-48
CC1CCN(C(=S)NCCc2ccccc2)CC1	-79	-81	-14	5	8	-43	-122	-31	-1	-7	-101
O=S(=O)(c1ccc(Nc2ccc3c(c2)OCO3)nc1)N1CCOCC1	-6	-2	-7	-2	5	7	-12	-4	-6	-4	2
CCOc1c(CNCc2ccc(C(=O)O)cc2)cccc1OC	16	4	-3	3	5	-2	6	16	-4	7	3
COc1ccccc1NC(=O)CN(Cc1ccco1)C(=O)c1ccc(=O)[nH]c1	16	-7	-2	0	0	-8	4	11	-2	4	-2
CCCC(=O)Nc1nc2c(s1)COc1ccccc1-2	4	-19	-15	4	8	-6	-14	26	1	-1	-23

4 entries already listed, ordered by heavy-atom count, high to low.
SMILES	SRC3 inh	TROY signal inh	EBV LMP1 NFkB	TRAIL sens C8	TLR9-MyD88 block	NR2F2 inh	SRC1 inh	NCOA2 inhibitor	Vif inh	NOD2 RIPK2 PPI	LRH-1 inv ag
Cc1ccc(C(=O)OCn2nnc3ccccc3c2=O)cc1[N+](=O)[O-]	14	2	-6	2	-6	16	-16	-1	-7	3	3
COc1ccc2c(=O)c(C(=O)NCCc3ccccc3)c[nH]c2c1	-54	-22	-21	5	6	-19	-23	-66	-6	-8	-48
CN(C)c1ccc(NC(=O)c2ccc3c(c2)nnn3C)cc1	-36	-34	6	-7	-2	-50	-30	-17	11	4	-58
O=c1c2ccccc2nc(-c2ccc([N+](=O)[O-])cc2)n1O	-3	1	7	-3	4	-4	-5	0	-1	-7	11
